# Source: PubChem BioAssay (National Center for Advancing Translational Sciences (NCATS))
# Coupling enz = inhibits coupling enzyme system, counter-screen for aldolase hits; coupling enzyme system counterscreen, AmpLite Red fluorescence; activity change, negative = inhibition, % at 58.2 µM, hits read low; hit rate 0.67% among 290,000; AID 2472; in the data active = activity change below about -30%; note: % is set by controls: 0 for no effect and ±100 for the full control effect
#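 Fluorescence at 525 nm excitation and 598 nm emission measured inhibition of the coupled detection system without aldolase. Compounds (at 57.5 uM final) were preincubated 10 min at room temperature with coupling enzyme reagent before a 20 min substrate/AmpLite Red step.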
# PKM2 act = PKM2 (human) enzyme activation; Potency, µM (series often up to 57.5 µM), for the others: top-dose activation, actives largely listed as activators; purified PKM2, Kinase-Glo ATP luminescence, activation; response scale: 0% is enzyme alone, no compound; hit rate 0.34% among 260,000; P14618; note: potency is the fitted concentration of half-maximal effect; % is set by controls: 0 for no effect and ±100 for the full control effect; nearly all actives have a fitted effect of over 55% in size
#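 hPK-M2, >95% pure; 0.1 mM ADP / 0.5 mM PEP final; imidazole pH7.2 buffer w/ 7 mM MgCl2, 50 mM KCl; 1 h RT; Kinase-Glo lum. Intermediate enzyme activity for dual inhibitor/activator qHTS.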
# ASM inhibitor = inhibitors of human secretory acid sphingomyelinase; placental ASM, HMU-PC fluorogenic substrate, 60 min; P17405; hit rate 0.006% among 340,000; Potency, µM (titrated, usually from 57.5 µM), inactives show at the highest dose activity change, negative = inhibition, usual class: inhibitors; note: potency is the fitted concentration of half-maximal effect
#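 Fluorogenic HMU-PC substrate (9 uM final) is turned over by placental ASM in 60 min at 37 C after a 10 min compound preincubation. Reaction ended by alkaline stop (pH 10), with fluorescence read at 386/447 nm.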
# TSG101-PTAP inh = blocks PTAP/TSG101 interaction to inhibit HIV-1 budding; Q99816; Fluorescence polarization, FITC-PTAP peptide / Tsg101 binding; Potency, µM (highest dose often 115 µM), for inactives: at the highest dose activity change, negative = inhibition, most hits filed as inhibitors; 340,000 tested, under 10 active; active = well fitted inhibition curve with a large enough effect in the main read-out, with a control signal flat, not every such curve was filed as active; inconclusive = small, poorly fitted or top-dose-only effect, or effect the other way, or a change in a side signal; inactive = no such curve, though single readings can be large or run the other way; note: potency is the fitted concentration of half-maximal effect; % of control where 0% means no effect
#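 Fluorescence anisotropy tracks displacement of a FITC-tagged PTAP peptide (50 nM) from the Tsg101 binding domain (10 uM), following a 20 min room-temperature incubation at pH 7.5.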
# Tb PFK inh = blocks T. brucei phosphofructokinase; Potency, µM (top dose mostly 57.5 µM), without a hit: at the highest dose activity, negative = inhibition, hits mostly inhibitors; hit rate 0.17% among 330,000; T. brucei PFK, ADP-Glo luminescence; AID 485367;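 note: potency is the fitted concentration of half-maximal effect; 0% = uninhibited 1x PFK enzyme wells and -100% = no-enzyme wells; nearly all actives have a fitted effect of over 60% in size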
#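 ADP-Glo luminescence quantified ADP after 45 min at room temperature, with 1.25 nM T. brucei PFK, 0.1 mM ATP and 0.5 mM fructose-6-phosphate in pH 8.0 TEA buffer. qHTS titrations up to 57 µM; curves classified by quality.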
# B2AR arrestin = recruits beta-arrestin to the human beta2-adrenergic receptor. Potency, µM (doses to about 46.1 µM), for inactives: at the top dose activation, most hits filed as activators. beta-arrestin recruitment to beta2AR, cell-based reporter. AID 492947. P07550. hit rate 0.02% among 330,000;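 note: potency is the fitted concentration of half-maximal effect; 0% = DMSO controls and full agonism = EC100 isoproterenol or metaproterenol; nearly all actives have a fitted effect of over 65% in size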
# Menin-MLL TR inh = displaces Texas Red mutant MLL peptide from human menin; O00255; Potency, µM (top dose mostly 61.6 µM), inactives show at the highest dose FP activity change, negative = inhibition, usual class: inhibitors; Menin + Texas Red MLL mutant peptide, fluorescence polarization; hit rate 0.23% among 270,000; active = well fitted inhibition curve with a large enough effect in the polarisation, with a control signal flat, not every such curve was filed as active; inconclusive = small, poorly fitted or top-dose-only effect, or effect the other way, or a change in a side signal; inactive = no such curve, though single readings can be large or run the other way; the % refers to the polarisation; note: potency is the fitted concentration of half-maximal effect; % of control where 0% means no effect; many of its hits are not listed in these tables
# Target sequence (O00255 whole entry, looked up): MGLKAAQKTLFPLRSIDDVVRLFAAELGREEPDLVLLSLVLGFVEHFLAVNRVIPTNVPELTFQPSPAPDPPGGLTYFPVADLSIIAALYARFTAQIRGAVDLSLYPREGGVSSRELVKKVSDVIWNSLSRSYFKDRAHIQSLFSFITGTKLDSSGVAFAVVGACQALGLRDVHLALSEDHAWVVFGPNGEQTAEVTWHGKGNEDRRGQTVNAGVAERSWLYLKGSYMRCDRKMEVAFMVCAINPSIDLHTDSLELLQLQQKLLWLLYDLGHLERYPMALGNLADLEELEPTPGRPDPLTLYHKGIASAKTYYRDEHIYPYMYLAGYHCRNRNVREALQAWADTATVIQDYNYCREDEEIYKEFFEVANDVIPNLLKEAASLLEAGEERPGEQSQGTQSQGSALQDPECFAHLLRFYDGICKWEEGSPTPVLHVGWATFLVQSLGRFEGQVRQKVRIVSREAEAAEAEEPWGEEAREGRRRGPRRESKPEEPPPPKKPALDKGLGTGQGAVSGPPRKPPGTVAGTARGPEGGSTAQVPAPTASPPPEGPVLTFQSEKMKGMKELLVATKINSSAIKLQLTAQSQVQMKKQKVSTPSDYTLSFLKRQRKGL
# Integrin act MD = integrin-mediated muscular dystrophy alleviation activation; hit rate 0.064% among 350,000; Potency, µM (top dose mostly 38.3 µM), for the others: top-dose activation, actives largely listed as activators; alpha7betagal myoblasts, beta-gal FDG fluorescence, 48 h;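 note: potency is the fitted concentration of half-maximal effect; 100% = response of the positive control SU9516; nearly all actives have a fitted effect of over 60% in size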
#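 alpha7betagal+/- myoblasts (passage 13, 250/well) treated 48 h at 37C with compounds at 1:260 dilution of DMSO stock. Lysed, then beta-galactosidase activity read as FDG fluorescence (ex 480/em 540) after 30 min, with pre-read for autofluorescence.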
# BCR signal inh = blocks chronic active B-cell receptor signaling | ABC-DLBCL IkBa-CBG/CBR reporter, luminescence ratio, 4 h | Potency, µM (series often up to 46.1 µM), for inactives: at the top dose ratio change, negative = lower green/red ratio, hits mostly inhibitors | hit rate 0.05% among 340,000 | AID 493014; active = well fitted inhibition curve with a large enough effect in the signal ratio, with a control signal flat, not every such curve was filed as active; inconclusive = small, poorly fitted or top-dose-only effect, or effect the other way, or a change in a side signal; the % refers to the signal ratio;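 note: potency is the fitted concentration of half-maximal effect; plate controls were basal doxycycline-induced cells for no effect and cells given 10 µM MG132 for full effect; MG132 reads +100%, hits lower the ratio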
#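 Concentration-response series (up to 46 uM) were applied to TMD8 dual-reporter cells for 4 h at 37C with doxycycline. Green/red ratio, after filter-overlap correction, defined %Activity; red signal alone was normalised to basal cells and zero luminescence.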
# GALK inh = blocks human galactokinase activity; P51570; Purified GALK, Kinase-Glo residual ATP luminescence; Potency, µM (highest dose often 57.5 µM), for inactives: top-dose activity change, negative = inhibition, usual class: inhibitors; hit rate 0.007% among 270,000; note: potency is the fitted concentration of half-maximal effect; % is set by controls: 0 for no effect and ±100 for the full control effect
# Target sequence (P51570 whole entry, looked up): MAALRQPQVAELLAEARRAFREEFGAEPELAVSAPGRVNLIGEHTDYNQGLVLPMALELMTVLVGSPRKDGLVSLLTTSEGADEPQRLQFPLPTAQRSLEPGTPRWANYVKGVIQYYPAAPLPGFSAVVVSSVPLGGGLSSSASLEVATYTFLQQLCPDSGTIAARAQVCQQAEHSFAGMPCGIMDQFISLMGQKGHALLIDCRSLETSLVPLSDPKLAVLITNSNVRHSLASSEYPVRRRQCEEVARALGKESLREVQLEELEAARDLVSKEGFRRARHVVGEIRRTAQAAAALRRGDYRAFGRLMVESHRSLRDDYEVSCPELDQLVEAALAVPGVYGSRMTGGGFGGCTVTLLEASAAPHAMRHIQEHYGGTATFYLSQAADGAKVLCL
#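 GALK at 5 nM final was combined with compound, 35 uM ATP and 100 uM galactose in HEPES pH8.0 with MgCl2 and DTT. The reaction ran one hour at room temperature before luminescent ATP detection.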
# Giardia kill = kills Giardia lamblia; hit rate 0.15% among 340,000; AID 540267; activity change, % at 7.66 µM, hits read low; Giardia lamblia trophozoite viability; in the data active = activity change below about -80%; inconclusive = between about -30% and that limit;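 note: parasites exposed to compound for two days anaerobically before the ATP read; % is set by controls: 0 for no effect and ±100 for the full control effect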
#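 Anaerobic 48 hrs incubation at 37 deg C of 100 trophozoites/well with test compounds; ATPLite 1-Step luminescence, 15-30 min RT, reports cellular ATP as viability.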
# The depositor's hits bear a star; ? = inconclusive; nt = not tested or not shown; [ ] = dose if it differs, or a comment. Unless noted, calls come from the whole dose curve; as a rule, active = well fitted curve in the direction sought with a large enough effect; inconclusive = small, poorly fitted or top-dose-only effect, or another doubt; inactive = no such curve, though single readings can be large; an effect the other way counts as inactive or inconclusive. The list is partial (hit frequency here may not be typical).
SMILES	Coupling enz	PKM2 act	ASM inhibitor	TSG101-PTAP inh	Tb PFK inh	B2AR arrestin	Menin-MLL TR inh	Integrin act MD	BCR signal inh	GALK inh	Giardia kill
CCc1ccc(CN2CCC(n3nccc3NC(=O)c3cccc(F)c3)CC2)cc1	nt	-15%	0%	1%	1%	-1.0%	nt	-30%	-4%	7%	-2
CCOC(=O)c1cc(S(=O)(=O)N2CCN(Cc3ccccc3)CC2)cn1C	2	5%	1%	2%	0%	-0.1%	3%	-1%	?	nt	-19
COC(=O)c1ccc(COn2c(=O)c(C)[n+]([O-])c3ccccc32)cc1	0	-2%	8%	3%	1%	-0.4%	-1%	4%	1%	1%	-15
C=CCc1cc(Cl)ccc1OCCOCCN(C)C	3	3%	-2%	-2%	-2%	-0.4%	?	-60%[inhibitor]	?	-3%	8
COCCCNCC#CCOc1ccc(OC)cc1	-1	2%	4%	2%	-1%	0.1%	1%	0%	4%	-1%	-5
Cc1c(C)n2c(SCC(=O)N3CCCC3)nnc2[nH]c1=O	nt	nt	2%	-9%	-4%	-0.1%	nt	-2%	0%	nt	3
Cc1cccnc1NC(=O)Nc1cccs1	0	-1%	0%	-3%	2%	-0.5%	8%	-18%	?	1%	11
C=CCNC(=O)c1c(CS(=O)(=O)c2ccccc2)noc1C(=O)NCc1ccccc1	nt	nt	1%	-2%	8%	0.2%	nt	-8%	-7%	nt	13
O=C(CCNc1ccc(F)c(Cl)c1)c1ccco1	-2	2%	3%	-4%	?	-1.0%	5%	-48%[inhibitor]	5%	-3%	20
COc1cccc(C2NC(c3cccc(OC)c3O)C(C)C(=O)C2C)c1O (centres undefined)	2	-2%	4%	-1%	1%	-0.2%	13%	-13%[7.66 µM]	2%	-4%	-6
CCOC(=O)CSc1ncnc2c(C(=O)OCC)c3n(c12)CCC3	0	4%	2%	-5%	2%	-1.2%	6%	17%	-1%	-3%	0
Cc1cc(C(=O)C(C)OC(=O)c2ccc(NC(=O)CC#N)cc2)c(C)n1-c1ccc(OC(F)F)cc1 (centres undefined)	nt	nt	-3%	0%	6%	2.9%	nt	43%	2%	nt	5
CCC(=O)N(CCc1ccccc1)Cc1cc2cc(C)ccc2[nH]c1=O	2	-3%	-4%	-2%	0%	-0.3%	-21%	13%	1%	0%	-5
O=c1[nH]snc1N1CCOCC1	0	4%	-1%	-5%	-3%	0.0%	-13%	-18%	1%	-3%	15
COC(=O)C(NC(=O)c1ccc(C)cc1)(Nc1cccc(C)n1)C(F)(F)F (centres undefined)	-1	-4%	-2%	-1%	-1%	-0.5%	16%	-4%	?	-3%	-7

# More entries:
SMILES	Coupling enz	PKM2 act	ASM inhibitor	TSG101-PTAP inh	Tb PFK inh	B2AR arrestin	Menin-MLL TR inh	Integrin act MD	BCR signal inh	GALK inh	Giardia kill
Cc1cc(C)c2c(N)c(C(=O)c3ccc(Br)cc3)oc2n1	-4	-2%	-7%	0%	3%	-0.5%	nt	11%	9%	-4%	-4
CC1=CC(=C(C#N)c2nc3ccccc3s2)C=C(C)N1c1ccc(F)cc1F	3	-3%	7%	?	0%	-0.6%	6%	22%	10%	0%	-6
Cn1nc(-c2ccc(N3CCN(CCO)CC3)c([N+](=O)[O-])c2)c2ccccc2c1=O	0	-8%	-20%	-5%	-24%	-0.5%	-9%	41%	-14%	5%	-4
COc1ccc2c(c1)[C@H]1[C@H](CO2)[C@H](c2ccccc2)[C@]2(C)C(=O)Nc3ccc(C)cc3C(=O)N12	nt	nt	-13%	-5%	-2%	4.1%	nt	5%	?	nt	-6
c1ccc(Cn2c(Nn3cnnc3)nc3ccccc32)cc1	3	-8%	4%	-4%	1%	-0.3%	-7%	25%	-2%	-1%	12
O=C(c1ccco1)N1CCN(C(=O)C2CC(c3ccc(Cl)cc3)=NO2)CC1 (centres undefined)	-1	7%	1%	-8%	-7%	-0.2%	-7%	0%	-4%	-1%	-10
N#CC(C(=O)OC1CCCCC1)c1nc2ccccc2nc1N1CCOCC1 (centres undefined)	2	0%	2%	?	1%	0.2%	-15%	0%	-1%	6%	5
COc1ccccc1C(=O)OC1CCCN(C)C1 (centres undefined)	3	nt	-2%	-2%	8%	-0.9%	?	-6%	1%	0%	-9
COc1nc(-c2ccccc2)c2cc(C)ccc2n1	4	0%	13%	-1%	-3%	0.0%	-7%	-25%	-3%	0%	5
Cc1cc(C)c(C(=O)Nc2ccc(Br)c(C(F)(F)F)c2)c(C)c1	-7	3%	-4%	-1%	-6%	0.3%	15%	-18%	?	0%	16
NC(=O)c1ccccc1NS(=O)(=O)c1ccc(F)cc1	6	0%	-1%	-1%	-5%	-0.6%	-9%	?	?	-2%	-19
CCN1CCCC1CN(Cc1cc2cc(C)ccc2[nH]c1=O)C(=O)Nc1ccccc1OC (centres undefined)	5	-3%	-2%	0%	1%	-0.8%	?	-21%	4%	4%	-7
CCOC(=O)c1c(C)c2c(n1C)CCC/C2=N\O	-1	0%	1%	-3%	4%	-0.4%	2%	-6%	?	3%	-2
Cn1c(=O)n(C)c2cc(S(=O)(=O)N3CCOCC3)ccc21	5	9%	2%	-5%	10%	-0.5%	?	-1%	-8%	-1%	-14
Cc1cccnc1NC1CCCCC1	4	1%	1%	-3%	3%	0.3%	-16%	9%	-7%	0%	0

# Sorted by count of non-hydrogen atoms (low to high): some entries from above.
SMILES	Coupling enz	PKM2 act	ASM inhibitor	TSG101-PTAP inh	Tb PFK inh	B2AR arrestin	Menin-MLL TR inh	Integrin act MD	BCR signal inh	GALK inh	Giardia kill
Cc1cccnc1NC1CCCCC1	4	1%	1%	-3%	3%	0.3%	-16%	9%	-7%	0%	0
Cc1cc(C)c(C(=O)Nc2ccc(Br)c(C(F)(F)F)c2)c(C)c1	-7	3%	-4%	-1%	-6%	0.3%	15%	-18%	?	0%	16
CCC(=O)N(CCc1ccccc1)Cc1cc2cc(C)ccc2[nH]c1=O	2	-3%	-4%	-2%	0%	-0.3%	-21%	13%	1%	0%	-5
CCOC(=O)c1cc(S(=O)(=O)N2CCN(Cc3ccccc3)CC2)cn1C	2	5%	1%	2%	0%	-0.1%	3%	-1%	?	nt	-19

# Continuation.
SMILES	Coupling enz	PKM2 act	ASM inhibitor	TSG101-PTAP inh	Tb PFK inh	B2AR arrestin	Menin-MLL TR inh	Integrin act MD	BCR signal inh	GALK inh	Giardia kill
Cc1ccc(C)c(/C=C2\CCn3c2nc2cc(C(=O)O)ccc2c3=O)c1	4	nt	11%	-5%	0%	0.4%	?	24%	1%	3%	8
Cc1cc(OCC(=O)NNC(=S)NCC2CCCO2)cc(C)c1Cl (centres undefined)	nt	-1%	10%	0%	-1%	0.2%	nt	?	-11%	-3%	-16
Cc1ccccc1NC(=O)c1cccc(C(=O)Nc2ccccc2C)n1	0	-2%[11.5 µM]	-4%	-3%	-3%	-0.2%	-25%	3%	0%	-2%	-5
O=C(Nc1ccccc1)c1cccc(N2CCCC2=O)c1	0	1%	0%	-8%	0%	-0.2%	?	22%	-2%	1%	9
N#Cc1nc(-c2ccc(F)cc2)oc1NCc1cccc2c1OCO2	2	0%	-6%	-2%	1%	0.2%	9%	3%	3%	-1%	10
O=C(C1CCC(C(=O)N2CCCCC2)CC1)N1CCCCC1 (centres undefined)	0	-1%	-1%	-6%	-9%	0.1%	8%	-1%	-5%	-4%	-7
CCOc1ccc(CN2CCN(Cc3cccn3-c3ncccn3)CC2CCO)cc1 (centres undefined)	-5	-9%	4%	1%	-1%	2.5%	-11%	0%	?	2%	-3
COc1ccc(CCCC(=O)Nc2ccccc2F)cc1	-1	-6%	2%	1%	-3%	0.5%	-16%	-11%	?	5%	18
O=C(O)c1cn(-c2ccc(F)cc2)c2cc(Cl)c(F)cc2c1=O	10	-7%[11.5 µM]	7%	-8%	1%	-0.8%	-7%	29%	1%	-3%	-15
O=C(Cn1nnc2ccccc21)c1cccc([N+](=O)[O-])c1	0	-18%	1%	-1%	-9%	-1.4%	5%	1%	0%	-1%	11
Cc1c(NS(=O)(=O)c2ccc(N)cc2)c(=O)n(-c2ccccc2)n1C	1	-6%	0%	-6%	3%	0.0%	0%	25%	?	5%	25
CCCC(=O)n1nc(-c2cccnc2)nc1NCc1cccs1	-1	1%	-2%	0%	3%	-0.3%	-4%	17%	-13%	0%	8
